Screens deposited in PubChem BioAssay by several laboratories.
Rpn11 inh – blocks the human proteasome subunit Rpn11; O00487; human 26S proteasome, Ub4-pepOG fluorescence polarization; 20S core pre-blocked with epoxomicin; calls only at 20 µM; 360,000 compounds, 0.59% hits; AID 588493;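 active means inhibition at 20 µM, scaled to each plate's controls, above about 33%, limit read from the data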
FAS-TE inh – inhibitors of human fatty acid synthase thioesterase domain | recombinant FAS-TE, OMFH fluorogenic substrate, fluorescence endpoint | inhibition, % at 15 µM | 360,000 compounds, 0.67% hits;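 active means compounds whose normalised, plate-corrected inhibition of enzyme fluorescence in the single-dose primary screen is 50% or more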;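 further: 0% = DMSO with enzyme and 100% = substrate without enzyme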
bovine MsrA act – activators of bovine methionine sulfoxide reductase A; purified bovine MsrA, absorbance read-out; activation, % at 10.6 µM; 360,000 compounds, 0.3% hits; AID 602163; in the data active means activation above about 7.5%;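 further: 0% = vehicle and 100% = reference activator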
PABP1 MLLE inh – blocks PAM2 peptide binding to the PABP1 MLLE domain; GST-MLLE / FITC-PAM2 fluorescence polarization; inhibition, % at 20 µM; 360,000 compounds, 0.36% hits; in the data active means inhibition above about 35%, passing the limit was not always enough;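 further: plate controls were DMSO wells with GST-MLLE for no effect and wells lacking GST-MLLE protein for full effect; some results filed as inactive read as strong as hits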
Target sequence (P11940 whole entry, looked up, the tested form may be a part): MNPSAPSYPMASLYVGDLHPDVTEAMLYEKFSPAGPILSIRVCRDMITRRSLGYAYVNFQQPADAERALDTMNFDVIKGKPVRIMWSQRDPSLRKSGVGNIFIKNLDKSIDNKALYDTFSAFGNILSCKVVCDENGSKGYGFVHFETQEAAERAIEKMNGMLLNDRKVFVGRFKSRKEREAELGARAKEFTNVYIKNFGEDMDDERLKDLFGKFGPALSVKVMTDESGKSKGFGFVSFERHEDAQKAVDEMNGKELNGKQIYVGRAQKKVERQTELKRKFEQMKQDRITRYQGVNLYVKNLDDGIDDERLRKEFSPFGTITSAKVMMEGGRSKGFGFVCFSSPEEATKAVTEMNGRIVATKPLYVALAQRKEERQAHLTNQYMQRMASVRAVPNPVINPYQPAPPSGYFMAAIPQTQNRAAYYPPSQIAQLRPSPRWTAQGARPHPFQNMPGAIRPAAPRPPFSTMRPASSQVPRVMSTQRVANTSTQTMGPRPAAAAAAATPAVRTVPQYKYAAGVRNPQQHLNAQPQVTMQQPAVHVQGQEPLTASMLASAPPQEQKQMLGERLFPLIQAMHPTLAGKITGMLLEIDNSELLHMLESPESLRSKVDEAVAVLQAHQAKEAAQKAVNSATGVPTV
MsrA inh – bovine MsrA inhibition; purified bovine MsrA, absorbance read-out; inhibition, % at 15.5 µM; 360,000 compounds, 0.75% hits; in the data active means inhibition above about 4.5%;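 further: 0% = vehicle wells with enzyme and 100% = reference inhibitor wells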
Rin1 Abl inh – human Rin1-Abl interaction inhibition | TR-FRET Rin1/Abl binding, biochemical | P00519+Q13671 | inhibition, % at 7.35 µM | 360,000 compounds, 0.4% hits; in the data active means inhibition above about 5%, passing the limit was not always enough
E coli Lon inh – inhibitors of E. coli Lon protease. P0A9M0. purified E. coli Lon protease, fluorescence polarization. inhibition, % at 7.94 µM. 360,000 compounds, 0.42% hits; in the data active means inhibition above about 13%, passing the limit was not always enough;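 further: 0% = enzyme with probe and DMSO and 100% = no enzyme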
CSN inh – blocks human CSN-mediated cullin deneddylation; Q92905; Purified CSN, SCF-Nedd8-OG deneddylation, fluorescence polarization; inhibition, % at 12.5 µM; 360,000 compounds, 0.38% hits; AID 651999;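 active means pattern-corrected inhibition above about 35%, with an unprinted fluorescence ratio check between 0.5 and 1.5, limit read from the data, passing the limit was not always enough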;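 further: 0% = enzyme with substrate and 100% = substrate without enzyme; some results filed as inactive read as strong as hits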
Target sequence (Q92905 whole entry, looked up, one chain of several): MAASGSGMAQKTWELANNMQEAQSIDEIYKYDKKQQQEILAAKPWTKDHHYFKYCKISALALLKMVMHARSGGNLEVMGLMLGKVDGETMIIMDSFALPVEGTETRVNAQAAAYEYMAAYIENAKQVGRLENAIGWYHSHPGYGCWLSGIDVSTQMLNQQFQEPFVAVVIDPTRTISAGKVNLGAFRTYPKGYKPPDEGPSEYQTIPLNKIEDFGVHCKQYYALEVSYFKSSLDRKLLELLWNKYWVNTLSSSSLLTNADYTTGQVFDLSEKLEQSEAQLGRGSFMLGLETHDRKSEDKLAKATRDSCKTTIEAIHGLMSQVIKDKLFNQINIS
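Schedule: reaction 90 min, room temperature / Assay system: HEK293T-derived human Csn5 enzyme / Input: Csn5 at 0.24 nM final / Measure: inhibition of Csn5 cleavage, % / Control set: substrate-only high control, full reaction low control / Technique: fluorescence polarization of the substrate / Buffer or medium: Tris/NaCl/DTT buffer, pH 7.5 / Reagent: SCFSkp2-Nedd8OG substrate at 10 nM final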
MT1-MMP act inh – MT1-MMP (human) activation inhibition; HT1080 RFP-PRO-GFP cells, GFP/RFP ratio fluorescence, overnight; percent of plate control window, DMSO zero; GFP/RFP ratio change, % at 20 µM; 360,000 compounds, 0.061% hits; AID 651647;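 active means GFP/RFP ratio change of at least 30% with cell ATP level not reduced by more than half and red fluorescence within 50% of control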; further: strong numbers were not always called active
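Assay system: HT1080 RFP-PRO-GFP cells | Dosing: 20 µM single dose, 1% DMSO | Incubation: Cells overnight before dosing, compound overnight, 37 °C, 5% CO2 | Evaluation: GFP/RFP fluorescence ratio | Control set: DMSO-only wells and HT1080 RFP-L50D-GFP cell wells as references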
An asterisk follows results filed as active; i = inactive; . = not tested or not shown.

A first look:
Order of values – CSN inh	MsrA inh	E coli Lon inh	FAS-TE inh	Rin1 Abl inh	Rpn11 inh	PABP1 MLLE inh	bovine MsrA act	MT1-MMP act inh
- NC(=S)N/N=C1\c2ccccc2-c2c(C(=O)O)cccc21
→ 5	2.5	-7	-5	-5	i	10	-2	-2
- Cc1cccc(/C=N/NC(=O)C2CCCNC2=O)c1 (configuration not stated)
→ -19	1.3	-10	-5	-3	i	0	1	-4

Results, from the start:
Order of values – CSN inh	MsrA inh	E coli Lon inh	FAS-TE inh	Rin1 Abl inh	Rpn11 inh	PABP1 MLLE inh	bovine MsrA act	MT1-MMP act inh
- NC(=S)N/N=C1\c2ccccc2-c2c(C(=O)O)cccc21
→ 5	2.5	-7	-5	-5	i	10	-2	-2
- Cc1cccc(/C=N/NC(=O)C2CCCNC2=O)c1 (configuration not stated)
→ -19	1.3	-10	-5	-3	i	0	1	-4
- COCC(=O)N1CCC(Oc2ccc(C(=O)NC3Cc4ccccc4C3)cc2)CC1
→ -5	1.2	-7	-2	2	i	8	-3	5
- C[C@H](CO)N1C[C@H](C)[C@@H](CN(C)C(=O)Nc2ccccc2)Oc2ccc(NC(=O)Cn3cnnn3)cc2C1=O
→ -3	-0.5	-9	-11	0	i	7	-2	4
- CCOC(=O)c1c(C)[nH]c(C(=O)COC(=O)CCNS(=O)(=O)c2ccc(NC(C)=O)cc2)c1C
→ 2	0.5	-16	-3	0	i	-14	-1	0
- Cc1ccc(C)c(NC(=O)C(CC(=O)O)Cc2ccccc2)c1 (configuration not stated)
→ 1	-0.2	2	1	-2	i	10	-7	1
- COc1ccccc1NC(=O)CCS(=O)(=O)c1ccc2c(c1)NC(=O)C(C)S2 (configuration not stated)
→ 2	.	0	-1	-1	i	-7	-1	-5
- O=C(CC1(O)C(=O)N(Cc2ccccc2)c2ccccc21)c1ccncc1 (configuration not stated)
→ 0	-0.2	2	-3	1	i	5	-4	-1
- CCOc1ccc(C(=O)CCC(=O)NN2C(=O)NC3(CCCCC3)C2=O)cc1
→ 2	-0.8	-20	-5	2	i	-6	-1	-2
- CCn1nnnc1SCC(=O)Nc1nc2ccccc2s1
→ 1	-0.2	4	-2	-4	i	8	-4	-2
- COc1ccc(/C=C/C(=O)O)cc1Cl
→ -1	1.4	5	-4	-2	i	13	-3	0
- O=C(CSc1ncn[nH]1)Nc1ccc([N+](=O)[O-])cc1Br
→ 0	1.4	10	-28	0	i	6	-3	-3
- c1ccc(CNn2nnc3ccccc32)cc1
→ 1	-0.1	0	0	0	i	-4	-1	2
- CCN(CC)CCOC(=O)c1c(C)oc2ccc(O)cc12
→ -4	0.4	3	-7	-4	i	-10	-2	0
- CC(OC(=O)C1CCN(c2ccc(C(F)(F)F)cn2)CC1)C(=O)Nc1cccc([N+](=O)[O-])c1 (configuration not stated)
→ 3	-0.6	-5	40	2	i	-20	-2	0
- CCC(=O)N1N=C(c2ccc(Cl)cc2)CC1c1ccco1 (configuration not stated)
→ 2	-1.3	1	11	6	i	6	-2	1
- COc1cc(OC)cc(-c2nnc(SCC(=O)N3c4ccccc4Sc4ccccc43)o2)c1
→ 0	-0.1	1	17	-3	i	17	-12	-3
- O=C1c2ccccc2C(=O)N1CCCC(=O)N1CCCc2ccccc21
→ -4	0.3	-9	0	1	i	-2	-2	0
- NC(=O)CC(NC(=O)Cc1ccc(Br)cc1)c1ccc(NC2CCCCCCC2)c([N+](=O)[O-])c1 (configuration not stated)
→ 28	0.3	-5	-10	1	.	-1	-2	10
- O=C(CCN1C(=O)c2ccncc2C1=O)Nc1ccc(F)cc1
→ 1	-0.9	-7	-5	-2	i	10	-2	1
- COc1ccc(-c2cc3cc(OC)c(OC)cc3cn2)cc1
→ 4	0.8	4	17	0	i	15	-3	9
- O=C(CN1C(=O)NC2(CCCC2)C1=O)Nc1cc(C(F)(F)F)ccc1N1CCCCC1
→ 2	0.1	-9	8	-3	i	-19	-11	1
- CCOc1cc2c3c(c1)C(C)=CC(C)(C)N3C(=O)C2=O
→ -4	0.5	-6	-2	-6	i	13	1	0
- Cc1cc(N2CCCCC2)n2ncc(-c3ccccc3)c2n1
→ 3	0.2	-2	16	2	i	1	-7	-2
- O=C(c1ccc(Cl)cc1)c1cc([N+](=O)[O-])ccc1N1CCOCC1
→ -8	0.1	2	41	-1	i	-11	-4	6
- CCn1c(/C=N/c2nc3ccccc3n2C)nc2ccccc21
→ -3	0.2	-19	-8	-5	i	-6	-9	1
- O=C(Cc1ccc(NC2=NC3CS(=O)(=O)CC3S2)cc1)NCCc1ccccc1 (configuration not stated)
→ 0	1.1	-6	-1	6.5*	i	-116	-1	1
- O=C1C(Cl)=C(Nc2ccccc2O)C(=O)N1c1ccccc1
→ 10	0.1	-12	-8	0	.	-20	-1	-11
- COc1cc(Cl)ccc1OCc1cc(C(=O)N2CCCCCC2)no1
→ 1	-0.8	1	7	0	i	10	-1	-2
- O=C(CCC(=O)N1CCN(C2CCCC2)CC1)Nc1nnc(C(F)(F)F)s1
→ -3	0.0	-9	-5	-2	i	-11	5	4
- CCOc1ccc(-n2ccnc2SCC(=O)Nc2cc(C)on2)cc1
→ 8	-0.9	1	-4	0	i	7	5	3
- Cc1cc(C)nc(NC(=S)Nc2ccc(Br)cc2Cl)c1
→ -2	-0.1	-1	2	4	i	20	-4	1
- CCCc1nc(N)sc1C(=O)OCC
→ -2	0.6	1	-3	-3	i	20	-9	-1
- CC(C)C(=O)Nc1ccccc1N1CCN(S(C)(=O)=O)CC1
→ -3	-0.8	11	-7	2	i	-10	0	6
- CN(C)CCCNC(=S)NCC(c1ccc(Cl)cc1Cl)c1c[nH]c2ccccc12 (configuration not stated)
→ 6	-1.2	4	1	0	i	-34	-1	-7
- CC(C)n1cnc2cc(NCc3ccccn3)ccc21
→ 3	0.6	3	-4	-3	i	7	-1	-2
- COc1ccc(-c2c3c(=O)n(C)c(=O)n(C)c3cn2-c2ccc(O)cc2)cc1
→ -1	1.6	4	7	-2	i	12	-2	1
- COc1ccc(C(=O)Nc2nnc(SCC(=O)NC3CC3)s2)cc1
→ 4	1.0	-3	-3	-3	i	-4	0	-1
- COc1cccc2cc(C(=O)OCc3ccccc3)c(=O)oc12
→ 0	2.3	3	-4	-4	i	6	-2	8
- Cc1cc(=O)oc2cc(Nc3ccccc3)ccc12
→ -1	1.5	1	-8	-5	i	1	-2	-3
- CCc1cc(=O)oc2c(C)c(OCC(=O)N3CCC(C(=O)O)CC3)ccc12
→ -5	1.3	8	-4	0	i	4	-5	2
- COc1cc(C(=O)NCC(c2cccnc2)N2CCN(c3ccccc3)CC2)cc(OC)c1OC (configuration not stated)
→ 2	0.2	-2	-5	8	i	10	-2	11
- CCc1cc(Cn2nc(-c3ccccc3C)cc2C(=O)O)on1
→ -1	-0.9	-14	-9	2	i	10	0	-2
- N#C/C(=C\c1cccs1)C(=O)c1ccccc1
→ 5	0.2	5	-7	-5	i	14	-1	11
- CN1CCN(C(=O)c2ccc(N(Cc3ccccc3Cl)S(C)(=O)=O)cc2)CC1
→ 4	-0.3	2	-4	-2	i	9	-10	-2
- C[C@H](NC(=O)c1nc[nH]c1C(=O)N1CCN(c2ccccc2)CC1)C(=O)OC(C)(C)C
→ 2	0.4	1	-3	2	i	23	-6	-2
- CCN(CC)CCN1c2ccccc2Sc2ccccc21
→ -1	0.5	-5	-1	4	i	7	-5	1
- CCOC(=O)C1=C(N)Oc2cc(C)n(CCc3ccc(OC)c(OC)c3)c(=O)c2C1c1cccnc1 (configuration not stated)
→ 1	-0.1	4	4	-3	i	15	1	-2
- O=C1c2ccccc2C(c2nnnn2-c2ccc3c(c2)OCCO3)N1CCc1c[nH]c2ccccc12 (configuration not stated)
→ 0	-0.4	-4	6	.	.	.	-3	1
- CCOC(=O)c1sc2nc(CSc3ccccc3)nc(N3CCCN(C)CC3)c2c1C
→ -7	-0.7	2	-9	-2	i	-1	-3	-20
- Cc1cccc(C)c1OCCCn1ccnc1
→ -1	-1.2	2	-5	-1	i	4	-2	1
- CCCCCCCCCn1c2c(c(=N)c3c1CCC3)CCC2
→ 1	.	-4	10	2	i	-6	4	-17
- CCc1ccc(NC(=O)CC2C(=O)NCCN2C(=S)Nc2ccccc2)cc1 (configuration not stated)
→ -10	-1.1	6	34	-3	i	-89	-3	5
- CC(=O)Nc1ccc(OCC(=O)NC(C)c2ccc(F)cc2)cc1 (configuration not stated)
→ -3	-1.0	5	-4	4	i	16	-2	-1
- Cc1c(C#N)c(NC(=O)CCl)n(Cc2ccc(F)cc2)c1C
→ 7	0.2	3	0	1	i	-17	-1	-1
- O=C(Nc1ccccc1Cl)N1CCN(c2ncccn2)CC1
→ -1	-0.2	-7	-6	-2	i	-2	0	2
- COc1cccc(-c2cc(C(=O)Nc3c(C)nn(Cc4ccccc4)c3C)no2)c1
→ 3	.	4	17	-2	i	-1	-1	-8
- NC(=S)N/N=C/c1ccc(-c2ccccc2)o1
→ 12	6.7*	12	-5	-1	i	-8	-5	0
- Cn1c(NN)nc2sc3c(c2c1=O)CC(C)(C)OC3
→ 0	0.9	-5	-10	-3	i	8	-3	8
- CN1CCN(c2ccc(NC(=O)COc3ccc(Cl)cc3Cl)cc2)CC1
→ -3	-0.9	-7	-1	2	i	-6	0	-7

Next records follow.
Order of values – CSN inh	MsrA inh	E coli Lon inh	FAS-TE inh	Rin1 Abl inh	Rpn11 inh	PABP1 MLLE inh	bovine MsrA act	MT1-MMP act inh
- CN(Cc1nc2ccccc2c(=O)[nH]1)Cc1nc2ccsc2c(=O)[nH]1
→ -6	-1.4	1	-6	0	i	-7	-3	-1
- Cc1ccc(OS(=O)(=O)c2ccc(-c3csc(C)n3)s2)c(C)c1
→ 2	1.0	-3	41	4	i	0	-1	1
- COc1ccc(S(=O)(=O)N=Nc2c(O)[nH]c3ccccc23)cc1
→ 7	0.2	-3	-15	-4	i	28	-2	2
- CCOCC(=O)Nc1nnc(Cc2ccc(OC)c(OC)c2)s1
→ 4	-0.2	-6	-8	4	i	29	-8	4
- CC(C)CNC(=O)COC(=O)CNC(=O)c1cc(Cl)cc([N+](=O)[O-])c1
→ 1	0.3	4	-2	-1	i	-12	-3	1
- Cc1ccc(OCC(=O)n2nc(C)cc2C)c(C)c1
→ 0	-0.8	3	0	0	i	-2	-4	3
- CN1CCCCc2c1[nH]c1ccccc1c2=O
→ -2	1.2	6	-6	0	i	15	-4	-6
- CC(/C=C/c1ccccc1)=N\NC(=O)c1cc(C)nc2ccccc12
→ 6	-0.1	2	1	-3	i	3	-4	3
- COc1ccc(COC(=O)CN2C(=O)NC3(CCCC3)C2=O)cc1F
→ -3	0.7	-8	-6	1	i	8	-6	-4
- O=C(NCc1ccccc1F)Nc1nnc([C@@H]2C[C@H](O)[C@@H](CO)O2)s1
→ -2	-0.9	4	-10	0	i	-3	-2	1
- CN(C)CCN(Cc1ccco1)c1ccccn1
→ -4	-1.3	-4	-6	1	i	7	-3	3
- Cc1c(C(=O)N2CCN(C(=O)c3ccco3)CC2)oc2c(Cl)cccc12
→ 0	-0.6	-4	-3	-4	i	-2	-3	0
- CCN1CCN(C(=O)c2cc3c(s2)-c2ccccc2S(=O)(=O)C3)CC1
→ -1	2.9	-2	-11	-2	i	7	-5	2
- Cc1ccn2c(=O)nc(SCC(=O)Nc3ccc4c(c3)OCO4)nc2c1
→ 3	2.7	1	0	4	i	-3	-2	-1
- CCOC(=O)COc1ccc2nsnc2c1
→ 4	2.4	-11	-4	0	i	0	-7	-1
